Large T inhibition – SV40 large T antigen inhibitors, biochemical (AID 1903); 0.39% of 310,000 active; SV40 large T antigen ATPase/helicase inhibition assay; higher % means a stronger effect; inhibition, % at 20 µM; hits with a dose series show IC50 in µM; in the data active = a potency from the dose series; inconclusive = inhibition mostly from about 32% at the one dose, without a potency; inactive = the rest, 99 in 100 with inhibition below about 32%; note: strong numbers were not always called active
Salmonella PhoP GFP – inhibitors of PhoP regulon expression, primary screen, Salmonella Typhimurium, GFP reporter (AID 1863); S. Typhimurium PhoP-regulated promoter GFP reporter, 4 h; higher % means a stronger effect; inhibition, % at 50 µM, or IC50 in µM where a hit was titrated; 0.16% of 300,000 active;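 active = inhibition over 29.93%, a cutoff 3 SD above the screen mean, later confirmed by dose response; inconclusive = inhibition over 29.93% but no dose response follow-up; inactive = inhibition at most 29.93% or unconfirmed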;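 note: 0% = low Mg2+ inducing control and 100% = high Mg2+ repressing control; strong numbers were not always called active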
ER stress rescue – rescue of cells from ER stress-induced death, primary screen, 384-well, CSM14.1, thapsigargin, ATP luminescence (AID 1222); CSM14.1 thapsigargin-induced death rescue, ATP luminescence; higher % means a stronger effect; one-dose cellular ATP content (survival), % at 20 µM; EC50 in µM for titrated hits; 190,000 tested, under 10 active;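 active = EC50 below 50 µM in the dose-response confirmation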;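 note: death triggered by thapsigargin at about 15 µM added after 2 h compound pretreatment; cell ATP read after overnight thapsigargin exposure of roughly 18 to 22 hours; normalized against plate controls of thapsigargin alone and 5% DMSO vehicle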
LYP phosphatase – inhibitors of LYP phosphatase, biochemical, fluorescence intensity, uHTS (AID 1779). recombinant LYP phosphatase, fluorescence intensity; higher % means a stronger effect. Tyrosine-protein phosphatase non-receptor type 22 (Homo sapiens). one-dose inhibition, % at 11.5 µM; IC50 in µM for titrated hits. 0.054% of 290,000 active; in the data active = inhibition above about 50%;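 note: plate controls were vehicle with enzyme for no effect and no enzyme for full effect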
RSV CPE inhibition – RSV antiviral activity via CPE protection, HEp-2 cells, primary 10 µM value included (AID 2391) | 0.13% of 310,000 active | one-dose CPE inhibition, % at 10 µM; IC50 in µM for titrated hits | HEp-2 cells, RSV-induced CPE inhibition; higher % means a stronger effect; in the data active = a potency from the dose series; inconclusive = CPE inhibition mostly from about 23% at the one dose, without a potency; inactive = the rest, 99 in 100 with CPE inhibition below about 21%; note: strong numbers were not always called active
West Nile virus CPE – West Nile virus antiviral activity, cell-based, CPE readout (AID 1621) | 0.02% of 290,000 active | one-dose CPE inhibition, % at 10 µM; IC50 in µM for titrated hits | West Nile virus-infected cells, CPE inhibition; higher % means a stronger effect; in the data active = a potency from the dose series; inconclusive = CPE inhibition mostly from about 3.7% at the one dose, without a potency; inactive = the rest, 99 in 100 with CPE inhibition below about 2.2%; note: strong numbers were not always called active
Rac1 GTP hydrolysis – MgcRacGAP GTPase-activating activity inhibitors, confirmation, biochemical, ADP Hunter fluorescence. AID 624330, 2012. MgcRacGAP-stimulated Rac1 GTP hydrolysis, ADP Hunter fluorescence; higher % means a stronger effect; GST-tagged Rac1 F28L mutant substrate. inhibition, % at 30 µM; hits with a dose series show IC50 in µM. Rac GTPase-activating protein 1 (Homo sapiens). 0.6% of 340,000 active;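 active = first-screen hits whose inhibition reached a set limit at any dose in the follow-up dose series; inconclusive = inhibition above the set first-screen limit but never retested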;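 note: fluorescence reports GDP produced by GAP-driven GTP hydrolysis; strong numbers were not always called active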
GPR35 antagonists – GPR35 antagonists blocking zaprinast-driven arrestin recruitment, primary screen, imaging, U2OS, beta-arrestin-GFP, zaprinast agonist (AID 2058); U2OS GPR35 beta-arrestin-GFP translocation imaging, zaprinast antagonism; higher % means a stronger effect; one-dose inhibition, % at 10 µM; IC50 in µM for titrated hits; 0.052% of 290,000 active;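 active = inhibition of at least 50% with at least 30 cells and total cytoplasm GFP at most 10,000,000; inconclusive = under 30 cells or total GFP of 10,000,000 plus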
Dengue-2 NS5 capping – Dengue-2 NS5 methyltransferase inhibitors, primary screen, biochemical, confirmation dose response (AID 588689) | Dengue-2 NS5 methyltransferase capping enzyme assay, biochemical; higher % means a stronger effect | 0.3% of 340,000 active | Genome polyprotein (Dengue virus type 2 (strain 16681-PDK53)) | inhibition, % at 25 µM; hits with a dose series show IC50 in µM; in the data active = a potency from the dose series; inconclusive = inhibition above about 29% without an active follow-up result
Dengue-2 NS5 capping pilot replicate – further read-out of Dengue-2 NS5 capping, marked with its call; inhibition, %; measured here: pilot screen replicate inhibition
* = called active by the depositor; ? = inconclusive; . = not tested or not shown; & = joins results of further samples.

SMILES | Large T inhibition | Salmonella PhoP GFP | ER stress rescue | LYP phosphatase | RSV CPE inhibition | West Nile virus CPE | Rac1 GTP hydrolysis | GPR35 antagonists | Dengue-2 NS5 capping | others
Cn1c(SCC(=O)N2CCOCC2)nnc1-c1ccc(Cl)cc1Cl | -4% | -4% | -0.7% | -6% | 2.1% | -0.4% | 6% | -4% | 3% | Dengue-2 NS5 capping pilot replicate=2.4
Cc1ccc(CN2CCN(Cc3ccc(C)s3)CC2CCO)cc1 (centres undefined) | 12% | -2% | -1.6% | -3% | -1.1% | -1.0% | 9% | -1% | 2%
Cc1ccc(C2=NS(=O)(=O)N(C)C(C(=O)NCc3ccccn3)=C2)cc1 | 8% | . | . | 0% | 1.8% | -0.2% | 0% | 11% | 1%
O=C(CSc1n[nH]c(-c2ccccc2)n1)N1CCCC1 | 3% | 2% | . | -5% | 2.1% | -0.1% | 5% | 4% | -5%
CCn1nnnc1NCc1c(OC)ccc2ccccc12 | 5% | -7% | 0.4% | -4% | 2.6% | 0.6% | -5% | -3% | -2%
CCOC(=O)N1CCC(NS(=O)(=O)c2cc(Br)cnc2N)CC1 | 20% | -8% | -0.2% | -8% | -1.5% | 0.1% | 15% | -2% | -3%
CCn1c(SCC(=O)NC2CC2)nnc1-c1ccncc1 | 6% | -4% | . | -11% | 0.3% | 0.2% | 8% | 4% | 0%
Cc1nc(Nc2ccc(Cl)cc2Cl)sc1C(=O)Nc1ccccc1 | 16% | 2% | 1.6% | 8% | ? | -0.9% | 12% | 2% | -10%
CCCCC1=NN(C(=O)c2cccnc2)C(O)(C(F)(F)F)C1 (centres undefined) | 11% | -1% | . | -8% | 3.1% | -0.1% | . | -4% | .
CCOc1ccc(CN(C)C(C)C(=O)Nc2ccc([N+](=O)[O-])cc2Cl)cc1OC (centres undefined) | 1% | 8% | 4.8% | 6% | 4.0% | -0.8% | 1% | 11% | -6%
CCOC(=O)c1[nH]c2ccc(F)cc2c1NC(=O)c1ccccc1C(=O)O | -1% | 12% | . | -6% | -0.3% | -0.7% | 66% | 1% | -6%
Cc1ccc(C(=O)NCCCNC(=O)COc2ccccc2Cl)cn1 | 8% | -3% | . | -9% | 1.3% | -0.5% | 8% | -12% | -9%
CCOC(=O)C(=O)Nc1cc(C(=O)OC)cc(C(=O)OC)c1 | 4% | 2% | -1.1% | -2% | -0.6% | 0.3% | 13% | -4% | -10%
COc1ccccc1N1CCN(Cc2cc(=O)c(OCC#N)co2)CC1 | 7% | 6% | . | -5% | 0.9% | 0.0% | 8% | 9% | -11%
COC(=O)Nc1ccc(Cc2ccncc2)cc1 | 10% | 1% | 1.2% | -15% | 3.5% | -0.6% | 5% | 3% | -4%
CCOc1ccc(NS(=O)(=O)c2ccc(OCC)c3ncccc23)cc1 | 0% | 12% | 8.2% | -3% | 3.4% | 0.8% | -5% | -4% | -6%
CCOC(=O)C1CCN(c2ccc([N+](=O)[O-])cc2S(=O)(=O)N2CCOCC2)CC1 | 3% | 13% | . | -9% | 1.5% | 0.0% | 10% | 0% | 0%
O=S(=O)(Cc1ccccc1)N1CCN(Cc2ccc(F)cc2Cl)CC1 | 23% | -7% | . | 4% | 3.8% | -0.3% | 7% | -3% | -5%
Fc1ccc(-n2c(-c3ccco3)n[nH]c2=S)cc1 | 3% | 3% | . | -4% | 0.3% | 0.4% | 15% | 9% | -12%
O=C(CN1C(=O)NC2(CCCC2)C1=O)Nc1ccccc1-c1ccccc1 | 12% | -5% | . | -10% | 0.5% | 0.1% | 3% | -12% | -12%
COc1ccc(-c2nn(C)c(=O)c3ccccc23)cc1CNC(=O)NC1CCCCC1 | 14% | -10% | 2.4% | 1% | 3.2% | -1.0% | . | -15% | .
COC(=O)C1=C(C)N(CCc2ccccc2)C(=O)C1 | 9% | -14% | 2.9% | -2% | 0.2% | -0.6% | 8% | -3% | 2%
CC(OC(=O)CCCC(=O)Nc1ccccc1)C(=O)c1ccccc1 (centres undefined) | 4% | 3% | . | -7% | 0.0% | -0.3% | 10% | -2% | -13%
Cc1cc(C)n(-c2nc(O)cc(=O)[nH]2)n1 | 0% | -9% | -0.6% | -2% | 0.6% | 0.2% | 10% | -7% | 5%
CCCC(=O)Nc1ccc(S(=O)(=O)N2CCOCC2)cc1 | -3% | -3% | -2.2% | -2% | 0.2% | 0.1% | 1% | -9% | -3%
SMILES | Large T inhibition | Salmonella PhoP GFP | ER stress rescue | LYP phosphatase | RSV CPE inhibition | West Nile virus CPE | Rac1 GTP hydrolysis | GPR35 antagonists | Dengue-2 NS5 capping | others
CC(N)C12CC3CC(CC(C3)C1)C2 (centres undefined) | -2%&9% | -6%&0% | -1.2% | -6%&-6% | -0.8%&-0.3% | -0.1%&-0.3% | -4%&5% | -3%&-3% | 2%&-5%
Cc1cccc(OCCCSc2nc3ccc(C)cc3[nH]2)c1 | 3% | 43% | -0.2% | -4% | 1.2% | -0.5% | 9% | -5% | 7%
CN1CCN(S(=O)(=O)c2cccc(C(=O)Nc3ccc(Br)cc3Br)c2)CC1 | 9% | -5% | . | -7% | 5.3% | -1.0% | 6% | -10% | -1%
CC1CCCCN1CCCNC(=O)c1ccc2c(=O)n(CCc3ccccc3)c(=O)[nH]c2c1 (centres undefined) | 2% | -4% | -1.6% | -2% | -0.9% | -0.2% | 8% | 13% | -6%
O=C(CSc1nnc2c(Cl)cc(C(F)(F)F)cn12)Nc1ccc2c(c1)OCO2 | 6% | 8% | -1.9% | -4% | 1.6% | -0.7% | 8% | 18% | -8%
CCC(C)(C)NC(=O)c1ccc(Br)o1 | 7% | -15% | -1.1% | -2% | 0.2% | 0.3% | 4% | -10% | -1%
Nc1nc(SCC(=O)Nc2ccccc2)[nH]c(=O)c1-c1ccccc1 | -7% | 2% | -0.9% | -8% | 1.4% | 0.6% | 8% | 20% | -2%
Cc1cccc(OCC(=O)OCC(=O)N(CC(C)C)c2c(N)n(Cc3ccccc3)c(=O)[nH]c2=O)c1C | 11% | 9% | . | . | -1.2% | . | 2% | . | -8%
O=C(Nc1cccc(Cl)c1)Nc1nnc(CC2=CCCCC2)s1 | 25% | -6% | -1.2% | 14% | 5.1% | -0.6% | 0% | -6% | -1%
CCc1nc(CN(C)C(=O)C2CCC(=O)N(CCc3cccc(F)c3)C2)no1 (centres undefined) | 4% | -6% | . | -5% | 1.9% | -0.1% | 6% | -4% | 1%
CN(C)C(=O)C1C2NC(=S)N(c3cccc(Cl)c3)C1(C)Oc1ccc(Cl)cc12 (centres undefined) | 23% | 5% | -0.5% | -1% | 2.3% | -0.1% | 3% | 2% | 0%
CC1CCC2C(=O)N(c3ccc(C(=O)NCc4ccccc4)cc3)C(=O)C2C1 (centres undefined) | 5% | -4% | -1.1% | 3% | -0.2% | 0.1% | 6% | -4% | -7%
COc1ccccc1NC(=O)c1ccc(COc2ccc3c(c2)CCC3)cc1 | 11% | -10% | 0.8% | -2% | 1.3% | 0.4% | 6% | -4% | -11%
Cc1ccc(C(=O)N[C@@H](C)CN2C3=NC[C@H](C(C)C)N3C[C@H]2Cc2ccc(O)cc2)cc1Br | 15% | 5% | -2.3% | 0% | 7.9% | -1.1% | 10% | -9% | -6%
O=C(NCCN1CCCC1)c1ccc(Cn2c(=S)[nH]c3cc4c(cc3c2=O)OCO4)cc1 | 6% | 1% | 1.0% | -3% | -2.1% | -0.3% | 7% | 23% | -13%
CS(=O)(=O)N(CC(=O)NCc1ccccc1)C1CCCCC1 | 22% | 7% | -6.4% | -3% | 0.6% | 0.2% | 3% | -8% | -8%
COc1c(S(=O)(=O)N2CCCC2)ccc(Cl)c1Cl | 3% | -2% | 2.8% | -5% | 2.8% | 0.0% | -1% | 8% | 3%
COc1ccccc1NC(=O)CC1S/C(=N/N=C(\C)C2CCCCC2)NC1=O (centres undefined) | 19% | 0% | . | -2% | 3.3% | -0.6% | 8% | -8% | 5%
CCN(CC)C(=O)CSc1ncnc2c1nnn2-c1ccc(F)cc1 | 6% | -2% | 0.0% | -4% | 1.7% | 0.2% | 14% | -13% | -8%
O=C(CSc1nc2ccccc2c(=O)[nH]1)Nc1ccc(N2CCOCC2)cc1 | 9% | -5% | . | -11% | 1.0% | -0.7% | 5% | 2% | -1%
CCOc1cccc2sc(N(CCN(C)C)C(=O)c3ccc(Br)s3)nc12 | 16% | -8% | -1.4% | -6% | 0.7% | 1.4% | 13% | -16% | -6%
O=C(O)CNS(=O)(=O)c1cccc(Cl)c1 | 4% | -2% | . | -5% | -0.3% | 0.0% | 8% | -2% | -5%
Cc1cc(OCC(=O)NCCO)cc(C)c1Cl | 0% | -12% | 1.5% | 0% | 1.6% | -0.3% | 4% | 8% | -5%
CCOC(=O)C1(c2ccccc2)NC(c2ccccc2C)C2C(=O)N(c3ccc4c(c3)OCO4)C(=O)C21 (centres undefined) | 8% | -6% | 1.5% | 1% | 1.2% | -0.4% | 13% | 0% | -3%
COc1ccc(-c2nc(=S)n3ccsc3n2)cc1OC | 12% | 5% | -0.3% | -1% | 0.8% | 1.1% | 4% | -16% | 7%
SMILES | Large T inhibition | Salmonella PhoP GFP | ER stress rescue | LYP phosphatase | RSV CPE inhibition | West Nile virus CPE | Rac1 GTP hydrolysis | GPR35 antagonists | Dengue-2 NS5 capping | others
Cc1cc2ncn(CCOc3ccccc3)c2cc1C | -1% | 0% | -0.6% | -5% | 1.5% | . | 10% | 7% | -1%
Cc1cc(N2CCCCC2)nc(NCc2ccccc2)n1 | -9% | 17% | -4.2% | -5% | 3.8% | 2.8% | 5% | -16% | -7%
CC(=O)NCCc1nc2ccccc2n1Cc1cccc(C)c1 | 18% | -5% | . | -3% | 2.2% | -0.4% | 18% | 2% | -2%
Cc1ccc2c(CN3CCOCC3)cc(=O)oc2c1 | -4% | -6% | . | -2% | 5.8% | -0.2% | . | 4% | .
CSc1nnc(NC(=O)CCc2ccccc2)s1 | 16% | 35% | -1.5% | -10% | 8.3% | -0.1% | 1% | 12% | -3%
COc1ccc(C(CNC(=O)Cc2cccs2)N(C)C)cc1 (centres undefined) | 7% | 2% | . | -8% | 0.3% | -0.3% | 5% | 5% | -2%

Compound activity (PubChem BioAssay)
